Source: PubChem
PrPC TRFRET = inhibitors of human cell surface prion protein PrPC; 0.43% of 370,000 active; AID 720596; inhibition, % at 13.8 µM; TR-FRET read-out; P04156; in the data active means inhibition above about 24%; further: 0% = median of the test wells and 100% = reference compound wells
UGM FP inh = blocks M. tuberculosis UGM enzyme | P9WIQ1 | purified UGM, fluorescence polarization probe displacement | inhibition, % at 10 µM | 0.06% of 320,000 active; in the data active means inhibition above about 10%, passing the limit was not always enough; inconclusive means no clear call, values can overlap the other calls
Target sequence (P9WIQ1 whole entry, looked up): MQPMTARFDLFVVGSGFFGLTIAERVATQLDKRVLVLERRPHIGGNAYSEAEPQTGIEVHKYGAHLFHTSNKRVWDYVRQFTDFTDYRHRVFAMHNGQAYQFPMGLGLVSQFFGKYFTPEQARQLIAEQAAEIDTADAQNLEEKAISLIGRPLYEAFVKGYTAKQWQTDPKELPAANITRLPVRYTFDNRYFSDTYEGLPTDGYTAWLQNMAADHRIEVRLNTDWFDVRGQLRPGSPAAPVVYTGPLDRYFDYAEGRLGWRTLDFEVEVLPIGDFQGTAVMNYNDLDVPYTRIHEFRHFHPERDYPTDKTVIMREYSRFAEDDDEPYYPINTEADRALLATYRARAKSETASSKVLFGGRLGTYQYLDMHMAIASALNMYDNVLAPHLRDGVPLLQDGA
Mtb BioA inh = BioA (M. tuberculosis) enzyme inhibition | 0.096% of 360,000 active | AID 602481 | purified M. tuberculosis BioA enzyme, plate reader | inhibition, % at 9.99 µM; in the data active means inhibition above about 40%; inconclusive means no clear call, values can overlap the other calls
CCHF vOTU inh = CCHFV vOTU protease inhibition; AID 651958; Pep-AMC fluorescence; inhibition, % at 11.5 µM; 0.55% of 370,000 active; further: 0% = vehicle wells with enzyme and 100% = no enzyme wells
BoNT-A LC inh2 = inhibitors of Botulinum neurotoxin A light chain protease; multiplex microsphere protease substrate cleavage, flow cytometry; AID 588499; inhibition, % at 10 µM; 0.17% of 360,000 active; in the data active means inhibition above about 30%; inconclusive means no clear call, values can overlap the other calls; further: plate controls were buffer without enzyme for full effect and enzyme alone for no effect
FBA Mtb inh = Mtb fructose-bisphosphate aldolase inhibition; P9WQA3; purified M. tuberculosis FBA, fluorescence read-out; inhibition, % at 1 µM; 2.3% of 360,000 active; in the data active means inhibition above about 27%;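 further: 0% = vehicle and 100% = reference inhibitor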
Target sequence (P9WQA3 whole entry, looked up): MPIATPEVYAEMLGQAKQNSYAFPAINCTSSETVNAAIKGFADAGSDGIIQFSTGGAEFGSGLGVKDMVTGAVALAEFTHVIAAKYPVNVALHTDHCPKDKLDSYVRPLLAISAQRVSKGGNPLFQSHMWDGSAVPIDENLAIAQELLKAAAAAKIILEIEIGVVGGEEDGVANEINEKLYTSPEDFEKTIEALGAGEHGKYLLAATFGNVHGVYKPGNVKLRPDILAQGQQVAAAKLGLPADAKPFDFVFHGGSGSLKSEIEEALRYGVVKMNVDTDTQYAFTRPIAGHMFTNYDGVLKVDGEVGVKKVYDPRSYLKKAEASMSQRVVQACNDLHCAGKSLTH
GDH-TPI counter = counter-screen for M. tuberculosis FBA inhibitors: GDH-TPI coupled enzymes. GDH-TPI coupled enzyme counterscreen, NADH absorbance. 1.2% of 360,000 active. AID 588335. inhibition, % at 4.8 µM;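 further: 0% = DMSO wells and 100% = wells lacking the enzyme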
BoNT F protease = blocks Botulinum neurotoxin F light chain protease; Multiplex microsphere protease cleavage assay, flow cytometry; inhibition, % at 10 µM; 0.22% of 360,000 active; AID 588497; in the data active means inhibition above about 35%, passing the limit was not always enough; inconclusive means no clear call, values can overlap the other calls; further: plate controls were buffer without enzyme for full effect and enzyme alone for no effect
FadD28 FP inh = M. tuberculosis FadD28 bisubstrate binding inhibition; FadD28 bisubstrate probe binding, fluorescence polarization; inhibition, % at 12.5 µM; 0.22% of 360,000 active; AID 588549; in the data active means inhibition above about 8.5%, passing the limit was not always enough; inconclusive means no clear call, values can overlap the other calls
Numbers without * were called inactive; ? = inconclusive; . = no result given; & = joins results of further samples. Unless noted, no stated cut-off is given here; in the data, active means inhibition above about 30%; inactive means the rest.

SMILES	PrPC TRFRET	UGM FP inh	Mtb BioA inh	CCHF vOTU inh	BoNT-A LC inh2	FBA Mtb inh	GDH-TPI counter	BoNT F protease	FadD28 FP inh
O=C(NCc1ccccc1)C(c1cccnc1)N(C(=O)c1csnn1)c1ccccc1 (configuration not stated)	3	-1.3	-2.0	6	-2.8	-2	2	-1	-0.2
Cc1cccc(OCCNC(=O)CCNS(=O)(=O)c2ccc3ccccc3c2)c1	-10	-1.6	0.3	18	-0.2	2	1	0	-2.6
CCC(C)C(=O)N1c2ccccc2C(=C2SC(C(=O)OC)=C(C(=O)OC)S2)C(=S)C1(C)C (configuration not stated)	-7	0.0	-0.8	7	11	-4	18	2	-1.2
COC(=O)N[C@H](c1ccccc1)[C@@]1(C)C[C@@H]1[C@@H](C)C(=O)Nc1ccc2ccccc2c1	0	-1.5	-0.6	-7	0.5	3	16	-4	-1.0
O=C(c1ccc(Cl)cc1)N1CCN(S(=O)(=O)/C=C/c2ccccc2)CC1	9	-2.9	0.5	8	0.1	1	6	-7	.
Cc1sc2nc(COC(=O)C(NC(=O)c3ccc(Cl)cc3Cl)C(C)C)[nH]c(=O)c2c1C (configuration not stated)	4	-0.3	-3.0	5	1.4	0	7	-10	-1.2
COC(=O)CC1c2ccccc2S(=O)(=O)N1Cc1ccccc1 (configuration not stated)	4	1.8	0.2	-5	-0.7	4	-11	-4	-1.6
CN(CC(=O)NC1(C)CCS(=O)(=O)C1)S(=O)(=O)c1ccc(Cl)cc1 (configuration not stated)	-4	-2.4	0.4	0	-1.7	-1	4	5	0.2
CCn1cc(C(=O)O)c(=O)c2cc(F)c(N3CCN(C(=S)Nc4ccc(OC)cc4)CC3)cc21	4	-0.2	.	-9	0.3	3	14	0	-1.2
Cc1c(NC(=O)C(C)OC(=O)c2ccc(Cl)nc2)c(=O)n(-c2ccccc2)n1C (configuration not stated)	-6	1.2	1.2	3	-0.4	-1	-1	-3	-0.2
CCCCn1ccc(=O)c2c(C(F)(F)F)nccc21	8	0.4	-1.7	9	-2.4	1	11	-35	-4.1
Cc1c(C)n(CC(O)CNc2ccccc2)c2ccccc12 (configuration not stated)	-2	1.3	.	0	-0.6	0	3	-6	-2.1
COC(=O)c1cc(OC)c(OC)c(OC)c1N	-4	-0.9	0.2	-1	-0.7	11	14	-7	-3.7
O=C(O)Cc1ccc(NC(=O)c2ccc3c(c2)C(=O)N(Cc2ccccc2)C3=O)cc1	11	.	-0.8	15	-0.3	-3	4	-1	-1.9
COc1ccc(CCNC(=O)Cn2c(=O)n(-c3ccc(C)c(F)c3)c(=O)c3sccc32)cc1OC	9	-1.4	-1.1	-11	-0.6	-2	2	-2	0.6
O=C(NCCN1CCCCC1)c1ccc(/C=N/O)nc1	1	-1.1	-1.5	10	-1.1	1	0	-18	-2.5
O=C(NCCCl)Nc1ccccc1NS(=O)(=O)c1cccs1	-5	1.4	-2.4	-6	-0.3	0	4	-5	-0.6
CN(C)c1ccc(NC(=O)c2cnsn2)cc1	-13	-0.6	-4.4	4	-0.2	2	8	1	0.5
CCOc1ccc(NC(=O)c2cn(CC(C)C)c(=O)c3c2c2ccccc2n3C)cc1	4	-0.8	-1.4	-7	1.3	3	2	2	-1.3
Cc1ccc(S(=O)(=O)c2nc(S(C)(=O)=O)sc2N2CCC(C(N)=O)CC2)cc1	-1	-1.1	-0.6	15	1.9	-2	9	-2	-2.7
CN1CCc2c(sc3c2c(=O)n(-c2ccccc2)c2nncn32)C1	-11	3.0	.	8	0.7	0	3	-1	-1.4
N#C/C(=C(/O)c1ccco1)c1nc2ccccc2s1	6&-2	-2.8&3.0	0.6	0&21	-1.4&1.4	4&-7	56*	?	-0.7&-0.2
Cc1cccc(C(=O)N/N=C/C(C)Cc2ccc3c(c2)OCO3)c1 (configuration not stated)	7	-1.7	.	1	3.7	4	4	34	-1.3
Cc1cccc(C(=O)OCC(=O)NC2CC2)c1O	7	3.9	-1.0	-16	0.1	7	5	-8	0.8
COc1ccc(-c2c(-c3ccccc3OC)oc3ccccc23)cc1F	-1	-0.2	-1.4	3	0.0	17	16	-8	0.2

Four structures out of the list, arranged by length of the SMILES, descending:
SMILES	PrPC TRFRET	UGM FP inh	Mtb BioA inh	CCHF vOTU inh	BoNT-A LC inh2	FBA Mtb inh	GDH-TPI counter	BoNT F protease	FadD28 FP inh
CCC(C)C(=O)N1c2ccccc2C(=C2SC(C(=O)OC)=C(C(=O)OC)S2)C(=S)C1(C)C (configuration not stated)	-7	0.0	-0.8	7	11	-4	18	2	-1.2
O=C(c1ccc(Cl)cc1)N1CCN(S(=O)(=O)/C=C/c2ccccc2)CC1	9	-2.9	0.5	8	0.1	1	6	-7	.
Cc1cccc(C(=O)N/N=C/C(C)Cc2ccc3c(c2)OCO3)c1 (configuration not stated)	7	-1.7	.	1	3.7	4	4	34	-1.3
CN(C)c1ccc(NC(=O)c2cnsn2)cc1	-13	-0.6	-4.4	4	-0.2	2	8	1	0.5

(further entries)
SMILES	PrPC TRFRET	UGM FP inh	Mtb BioA inh	CCHF vOTU inh	BoNT-A LC inh2	FBA Mtb inh	GDH-TPI counter	BoNT F protease	FadD28 FP inh
COc1ccc(N2CCN(C(=O)c3ccccc3N(C)S(=O)(=O)c3ccc(C)cc3)CC2)cc1	-5	2.0	1.8	14	1.0	0	7	2	-3.2
Cc1nc2c(-c3ccc(F)cc3)c(C)nn2c(C)c1CCC(=O)N1CCC(Cc2ccccc2)CC1	-5	1.8	2.1	8	-0.3	2	2	-9	0.4
CCCCn1c(=O)[nH]c(=O)c2c1nc(-c1ccc(OCCC)c(OCC)c1)n2C	-2	0.4	-0.5	6	-0.2	-3	5	-3	-2.9
Cc1ccc(C)n1CCN1CCN(C(=O)c2ccc(Cl)cc2)CC1	-2	0.5	0.9	0	-3.5	0	14	?	-1.4
CN(c1ccccc1)S(=O)(=O)c1ccc(C(=O)Nc2nnc(C3CC3)s2)cc1	0	-0.4	.	3	0.1	-3	6	-6	0.7
O=C(NCc1ccccc1)c1cccc(S(=O)(=O)N2CCOCC2)c1	-2	3.2	2.0	8	0.2	0	-2	0	-4.3
CCN(CC)c1ccc(NC(=O)c2ccco2)cc1	-11	3.4	-1.1	4	?	-1	6	0	-4.4
O=C1C=C(c2cccc(OCc3ccccc3)c2)C[C@@H](c2ccc3c(c2)OCO3)C1	0	-2.0	-1.3	-2	0.0	1	16	-3	-0.3
CC(=O)N/N=C(/c1ccccc1)C(O)c1ccccc1 (configuration not stated)	7	4.4	1.1	11	-0.6	-3	13	14	-2.2
O=C(/C=C/c1ccccc1)N1CCC(Cc2ccccc2)CC1	-1	3.3	.	-14	0.2	1	-1	-4	-3.5
COc1cc(-c2cc(NC(C)=O)c3ncc(-c4ccc(C(C)=O)cc4)n3c2)cc(OC)c1OC	-11	.	3.8	-1	0.8	2	19	-1	-2.6
COc1cc2c(C)nc(C)c(C#N)c2cc1OC	-5	-2.2	-0.2	9	0.6	8	-4	-7	-0.6
N#Cc1cc2c(nc1SCC(=O)Nc1cc(Cl)ccc1Cl)C1CCN2CC1	-5	-2.5	6.7	-6	?	2	6	-2	-3.8
COc1ccc(N2C(=O)NC3CC2(C)Oc2ccc(Br)cc23)cc1OC (configuration not stated)	0	0.5	-1.1	0	0.3	-1	-1	2	-6.3
COc1ccc(CNC(=O)COC(=O)CCc2nc3ccccc3c(=O)[nH]2)cc1	-4	1.7	-0.7	15	-0.5	-1	12	-5	-1.3
CCC(=O)c1cn(CC(=O)Nc2ccccc2Cl)c2ccccc12	16	-1.4	1.5	2	-3.4	2	3	?	1.2
COC(=O)c1cc(Br)c(=O)n(CC(C)C)c1	3	0.2	-2.7	7	0.5	-1	9	-1	-1.8
Cc1n[nH]c(C)c1N=Nc1cc(Cl)ccc1Cl	-8	1.7	-0.1	-5	-2.2	-16	4	-26	-4.6
CC1CCC(C(C)C)C(OC(=O)CSc2nc(N)cc(=O)[nH]2)C1 (configuration not stated)	7	5.1	1.1	-4	-0.4	2	3	-12	-0.9
COc1ccccc1OCCNC(=O)c1ccc(C(C)(C)C)cc1	9	-1.3	.	-1	.	0	-3	.	-2.0
CC(=O)Nc1ccc(C(=O)CSc2nnnn2C2CCCC2)cc1	-4	-0.8	.	4	0.4	3	2	0	-1.3
O=C(CCCc1ccccc1)Nc1cccnc1	0	-1.0	3.6	-5	0.9	0	6	-2	-1.2
CC(C)(Oc1ccc(Cl)cc1)C(=O)N/N=C/c1cn[nH]c1-c1ccccc1	-1	1.9	1.7	0	-2.2	0	-5	-23	-6.1
COc1cccc(CNC(=O)C2CCCN(c3nn4c(=O)cc(C)nc4s3)C2)c1 (configuration not stated)	8	-0.4	0.7	2	-0.3	-2	3	-4	-1.0
Cc1ccnc2nc(C(=O)NC3CCCc4ccccc43)nn12 (configuration not stated)	2	0.4	.	-13	-0.5	6	5	1	-1.4
SMILES	PrPC TRFRET	UGM FP inh	Mtb BioA inh	CCHF vOTU inh	BoNT-A LC inh2	FBA Mtb inh	GDH-TPI counter	BoNT F protease	FadD28 FP inh
COc1ccc(Nc2nc(C)cc(C)c2C(N)=O)cc1	-4	-2.1	-1.6	-8	-0.3	-2	16	-5	1.1
Cc1ccc(N(C(=O)c2csnn2)C(C(=O)NCc2ccccc2)c2cccnc2)cc1 (configuration not stated)	2	-3.0	-0.1	-11	-1.1	4	2	-5	4.2
COc1ccc([N+](=O)[O-])cc1NCc1cccc([N+](=O)[O-])c1	8	-2.2	.	-1	1.9	0	6	-2	-0.4
O=C(c1ccco1)N1CCN(Cc2nnnn2CCc2ccccc2)CC1	-4	2.3	4.6	-6	1.2	4	1	9	1.0
Cc1ccccc1N1CCN(CC(=O)Nc2ccccc2C(=O)NC2CC2)CC1	0	0.5	1.2	14	0.6	0	-4	-1	-1.9
COc1cc(SC)ccc1C(=O)Nc1ccc2c(c1)CCC2	-11	2.3	5.1	1	0.2	-3	9	-26	-2.0
Cc1ccccc1CC(=O)N1CCN(S(=O)(=O)c2cccs2)CC1	0	-1.3	1.9	7	3.9	4	-2	9	-2.3
CC1=C(C(=O)OC(C)C)C(c2ccccc2Cl)CC(=O)N1 (configuration not stated)	3	-0.6	-0.9	9	-0.2	6	6	-10	-1.8
COc1ccc(C(=O)Cn2c(=O)c(CCC(=O)O)nn3c4ccccc4nc23)cc1OC	0	2.0	0.6	-2	-0.7	4	5	-7	0.7
Cc1sc(NC(=O)CCl)c(C(=O)c2ccccc2)c1C	-2	2.2	1.3	15	3.6	2	9	4	-1.8
O=C(COc1cccc(NC(=O)c2ccccc2)c1)c1ccc(F)cc1	10	-1.0	.	2	-0.3	1	4	1	2.8
CC(=O)N1c2ccccc2S(=O)(=O)c2ccccc21	8	0.2	0.5	7	0.7	0	-8	7	-4.2
O=S(=O)(c1cccc(Cl)c1Cl)N1CCCCC1	7	4.5	-3.9	-10	-0.9	3	0	-1	-5.0
CCOc1ccc(OCCCC(=O)ON=C(N)c2ccccc2C)cc1	-2	-0.5	-3.9	-1	-2.9	4	1	-2	0.0

3 records drawn at random from those above, as already listed:
SMILES	PrPC TRFRET	UGM FP inh	Mtb BioA inh	CCHF vOTU inh	BoNT-A LC inh2	FBA Mtb inh	GDH-TPI counter	BoNT F protease	FadD28 FP inh
CN(C)c1ccc(NC(=O)c2cnsn2)cc1	-13	-0.6	-4.4	4	-0.2	2	8	1	0.5
CCn1cc(C(=O)O)c(=O)c2cc(F)c(N3CCN(C(=S)Nc4ccc(OC)cc4)CC3)cc21	4	-0.2	.	-9	0.3	3	14	0	-1.2
O=S(=O)(c1cccc(Cl)c1Cl)N1CCCCC1	7	4.5	-3.9	-10	-0.9	3	0	-1	-5.0
